# BioA inh: M. tuberculosis BioA enzyme inhibitors, primary screen, biochemical, plate reader, single point, HTS; 7,8-diaminopelargonic acid synthase BioA (Mycobacterium tuberculosis); purified M. tuberculosis BioA enzyme; inhibition, % at 9.99 µM; 0.096% of 360,000 active; AID 602481, 2012; in the data active = inhibition above about 40%; inconclusive = no clear call, values can overlap the other calls
# FBA Mtb inh: Mtb FBA enzyme inhibitors, primary screen, biochemical, fluorescence, strain H37Rv; 2.3% of 360,000 active; Fructose-bisphosphate aldolase (Mycobacterium tuberculosis (strain ATCC 25618 / H37Rv)), …; inhibition, % at 1 µM; purified M. tuberculosis FBA, fluorescence read-out; AID 588726, 2011; in the data active = inhibition above about 27%;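 also: 0% = vehicle and 100% = reference inhibitor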
# Target sequence (P9WQA3 whole entry, looked up): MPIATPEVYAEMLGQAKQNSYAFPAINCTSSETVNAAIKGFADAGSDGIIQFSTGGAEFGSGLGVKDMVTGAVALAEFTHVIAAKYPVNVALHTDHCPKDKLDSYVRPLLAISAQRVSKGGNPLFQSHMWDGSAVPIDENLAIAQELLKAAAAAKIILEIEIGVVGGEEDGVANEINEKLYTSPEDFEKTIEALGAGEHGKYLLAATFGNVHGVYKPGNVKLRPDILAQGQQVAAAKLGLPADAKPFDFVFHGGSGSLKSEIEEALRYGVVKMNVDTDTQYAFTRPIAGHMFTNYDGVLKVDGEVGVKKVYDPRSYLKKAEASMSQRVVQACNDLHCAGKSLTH
# MazEF act: activators of E. coli MazEF toxin-antitoxin RNase, primary screen, biochemical, fluorescence, uHTS | FAM/BHQ RNA-DNA oligo cleavage fluorescence, 5 h | activation, % at 20 µM | 0.32% of 350,000 active | Endoribonuclease toxin MazF (Escherichia coli (strain K12)), P0AE70 | AID 504720, 2011; in the data active = activation above about 50%
# Target sequence (P0AE70 whole entry, looked up): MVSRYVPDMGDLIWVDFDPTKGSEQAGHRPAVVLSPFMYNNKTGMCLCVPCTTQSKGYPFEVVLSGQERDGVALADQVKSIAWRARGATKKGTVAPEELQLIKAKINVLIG
# GDH-TPI inh: GDH-TPI coupling enzyme inhibitors, primary screen, artefact control for M. tuberculosis FBA inhibitor project, biochemical, absorbance, full deck | inhibition, % at 4.8 µM | 1.2% of 360,000 active | GDH-TPI coupled enzyme counterscreen, NADH absorbance; in the data active = inhibition above about 30%;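 also: 0% = DMSO wells and 100% = wells lacking the enzyme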
# PrPC TRFRET: inhibitors of human cell surface prion protein PrPC, primary screen, cell-based, TR-FRET. AID 720596, 2013. TR-FRET read-out. 0.43% of 370,000 active. Major prion protein (Homo sapiens), P04156. inhibition, % at 13.8 µM; in the data active = inhibition above about 24%; also: 0% = median of the test wells and 100% = reference compound wells
# Rv3671c inh: Rv3671c serine protease inhibitors, primary screen, biochemical, fluorescence polarization, M. tuberculosis H37Rv; inhibition, % at 5.96 µM; 0.048% of 320,000 active; P9WHR9; in the data active = inhibition above about 38%;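 also: extracellular domain of Rv3671c used as enzyme; 0% = enzyme with DMSO and 100% = no enzyme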
# Target sequence (P9WHR9 whole entry, looked up, the tested form may be a part): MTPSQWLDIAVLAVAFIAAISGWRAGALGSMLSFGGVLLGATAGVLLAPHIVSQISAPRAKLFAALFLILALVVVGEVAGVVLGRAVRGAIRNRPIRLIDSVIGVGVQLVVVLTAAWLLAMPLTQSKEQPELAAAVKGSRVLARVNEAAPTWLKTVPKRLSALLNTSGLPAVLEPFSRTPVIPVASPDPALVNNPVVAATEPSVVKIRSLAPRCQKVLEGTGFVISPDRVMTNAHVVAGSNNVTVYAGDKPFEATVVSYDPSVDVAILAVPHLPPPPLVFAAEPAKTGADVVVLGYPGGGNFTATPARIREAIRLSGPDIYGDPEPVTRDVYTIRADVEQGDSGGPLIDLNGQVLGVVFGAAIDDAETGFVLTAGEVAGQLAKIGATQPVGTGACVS
# Mtb UGM inh: M. tuberculosis UGM enzyme inhibitors, primary screen, biochemical, fluorescence polarization, single point; 0.06% of 320,000 active; purified UGM, fluorescence polarization probe displacement; UDP-galactopyranose mutase (Mycobacterium tuberculosis (strain ATCC 25618 / H37Rv)), …; inhibition, % at 10 µM; in the data active = inhibition above about 10%, passing the limit was not always enough; inconclusive = no clear call, values can overlap the other calls
# BoNT-F LC inh: BoNT/F light chain protease inhibitors, primary screen, biochemical, flow cytometry, MLPCN library; Botulinum neurotoxin type F light chain protease (Clostridium botulinum); 0.22% of 360,000 active; inhibition, % at 10 µM; Multiplex microsphere protease cleavage assay; in the data active = inhibition above about 35%, passing the limit was not always enough; inconclusive = no clear call, values can overlap the other calls; also: plate controls were buffer without enzyme for full effect and enzyme alone for no effect
# FadD28 FP inh: inhibitors of FadD28 bisubstrate probe binding, primary screen, biochemical, fluorescence polarization, single point. Mycobacterium tuberculosis FadD28 fatty-acid-AMP ligase. inhibition, % at 12.5 µM. 0.22% of 360,000 active. AID 588549, 2011; in the data active = inhibition above about 8.5%, passing the limit was not always enough; inconclusive = no clear call, values can overlap the other calls
# * = called active by the depositor; ? = inconclusive; / = no result given; & = joins results of further samples.
SMILES,BioA inh,FBA Mtb inh,MazEF act,GDH-TPI inh,PrPC TRFRET,Rv3671c inh,Mtb UGM inh,BoNT-F LC inh,FadD28 FP inh
c1ccc2c(NCC3CCCO3)nc(N3CCCCC3)nc2c1 (stereo not given),-0.7,17,6,5,-12,-2,-0.8,-4,0.5
CC(O)(c1cccc(F)c1)c1nc(-c2cccc(C#N)c2)cs1 (stereo not given),1.3,2,/,17,7,/,/,5,-3.5
COc1ccc(C=O)cc1Cn1cnc2c(cnn2C)c1=O,/,2,1,7,-3,3,?,0,-1.1
O=C(CN1CCc2ccccc2C1)Nc1ccccc1C(F)(F)F,1.7,-3,0,-3,0,-11,-0.1,?,-2.4
O=C1OCCN1N1CCOC1=O,8.4,0,7,0,2,/,/,-8,-2.0
Cc1ccc(S(=O)(=O)Nc2cccc(S(=O)(=O)Nc3ccccc3C(=O)O)c2)c(C)c1,2.8,4,-4,4,-4,-10,4.1,1,-4.3
O=C1/C(=C\c2ccc(O)c(O)c2)N=C2CCCCCN12,-5.3,-20,-161,26,7,1,1.0,-8,0.3
O=S(=O)(c1ccc(Cl)cc1)N1CCN(c2ncccn2)CC1,/,5,1,10,7,1,-4.7,0,-1.4
Cn1ncc([N+](=O)[O-])c1C(=O)N/N=C/c1cccc([N+](=O)[O-])c1,/,-3,6,6,-32,4,4.2,3,-1.4
COc1ccccc1CNc1nc(Nc2ccccc2-n2cccn2)c2sccc2n1,-1.5,-1,/,10,20,/,/,-2,-1.3
CCn1cc(Cl)c(C(=O)N2N=C3/C(=C/c4cccs4)CCCC3C2c2cccs2)n1 (stereo not given),-1.8,3,7,22,-6,-6,-0.9,-4,-7.8
CC1CCCC(NC(=O)CSc2nnnn2C)C1C (stereo not given),-1.7,3,3,2,8,-5,-0.7,-9,-0.3
COc1ccc(CNC(=O)NCCc2c[nH]c3ccccc23)cc1,0.1,-1,2,-7,9,/,-0.9,10,-2.6
O=C1C=C(c2ccc(-c3ccccc3)cc2)C[C@@H](c2ccc(F)cc2)C1,18,-2,-10,4,0,-19,4.1,-4,-4.2
C[C@@H]1CN([C@@H](C)CO)C(=O)c2cc(NC(=O)C3CC3)ccc2O[C@@H]1CN(C)C(=O)NC1CCCCC1,4.5&-1.9,2,2,5,4,2,-1.9,1,0.2
CCc1ccc(CN(C)C(=O)c2cc(S(=O)(=O)N3CCOCC3)ccc2N2CCCC2)cc1,1.9,2,-1,1,-1,-5,1.0,-2,-3.0
Cc1cc(C)n2nc(SCC(=O)N3CCC4(CC3)OCCO4)nc2n1,5.4,4,-1,-9,2,12,-0.1,2,-5.8
O=C(NCCN1C(=O)S/C(=C\c2cccc(Cl)c2Cl)C1=O)C1=COCCO1,0.9,-1,-4,17,7,-10,-0.8,-7,0.4
Cc1cccc(NC(NC(=O)c2ccccn2)C(Cl)(Cl)Cl)c1 (stereo not given),-1.0,2,13,20,6,-7,-0.1,9,-2.7
COc1ccc(-n2c(Cc3cccn3C)nnc2SCC(=O)Nc2ccc(F)cc2)cc1,9.3,-2,2,3,3,4,-6.8,-9,-1.9
COc1ccc(NC(=O)c2cc(-c3cc(OC)c(OC)c(OC)c3)nc3ccccc23)c(OC)c1,2.1,2,-5,3,2,-16,-0.5,4,-1.4
Cc1cc(C)n(-c2nc(NCc3cccnc3)c3c4c(sc3n2)COC(C)(C)C4)n1,27,63*,2,14,-5,10,-1.2,0,-2.0
O=C(CCSc1ccccc1)NCc1cccnc1,/,-2,2,9,9,-4,2.8,-4,-1.0
Fc1ccc(Br)cc1/C=N/n1cnnc1,1.3,1,-1,2,4,3,-1.6,-20,-2.2
Cc1nn(-c2ccccc2)c(Cl)c1/C=N/Nc1nncc(=O)[nH]1,-0.9,7,8,7,4,-9,-3.8,-4,-1.6

# (cont.)
SMILES,BioA inh,FBA Mtb inh,MazEF act,GDH-TPI inh,PrPC TRFRET,Rv3671c inh,Mtb UGM inh,BoNT-F LC inh,FadD28 FP inh
CN(c1ccc(F)cc1)S(=O)(=O)c1ccc2[nH]cc(C(=O)O)c(=O)c2c1,-0.1,2,10,-2,-2,1,-1.1,-4,-6.0
CN(C)S(=O)(=O)c1cccc(NC(=S)N/N=C/C(=O)c2ccccc2)c1,-2.7,-4,1,6,-2,6,-1.6,-13,-1.8
Cc1cccc(C(=O)NNC(=O)c2ccccc2)c1,/,-3,5,-6,1,-3,-0.6,-1,-2.9
CCCCCCCNC(=O)C1(CC2CC(c3cccc(Br)c3)=NO2)CCN(C(=O)Cc2ccc(F)cc2)CC1 (stereo not given),1.4,0,-9,6,/,-25,1.9,-6,-1.5
CC(C)(C)c1ccc(C(=O)N2CCC3(CC2)NCCc2[nH]cnc23)cc1,-6.3,4,8,0,5,2,0.7,7,-0.3
Cc1cccc(N2CCN(C(=O)C(C)C)CC2)c1C,0.0,-4,0,7,2,6,-1.9,0,0.9
COc1cccc(/C=N/n2cnnc2)c1OCc1ccccc1,0.4,4,4,8,1,0,-0.3,-2,0.2
O=C(C1CCC(CNc2c(N3CCOCC3)c(=O)c2=O)CC1)N1CCN(c2ccccc2)CC1 (stereo not given),-0.4,4,-1,0,0,6,3.7,-5,0.5
CCOC(=O)Cc1csc(NC(=O)c2ccc(S(=O)(=O)N3CCOCC3)cc2)n1,/,0,-25,12,4,-1,2.5,-3,-0.6
O=[N+]([O-])c1ccc(S(=O)(=O)CC(CN2CCCCC2)N2CCCCC2)cc1 (stereo not given),/,1,4,-1,-17,-1,-1.7,-2,-1.2
O=C(CN1C(=O)c2cccc3cccc(c23)C1=O)NCCCO,-0.7,52*,10,17,-33,3,-3.6,2,-0.4
COC(=O)c1ccc(C(C(=O)NCc2ccccc2)N(Cc2ccco2)C(=O)c2cnccn2)cc1 (stereo not given),0.2,-3,2,6,-8,11,0.3,4,-4.3
CCOc1ccc2[nH]c(C)c(CN3CCCCCC3)c(=O)c2c1,0.2,19,5,11,-2,-1,0.7,/,-1.9
CCc1cccc(N(CC(=O)NCc2ccc(F)cc2)C(=O)c2csnn2)c1,/,7,-4,0,-2,1,-2.8,-3,-1.1
CN(C)CCCN1C(=O)c2oc3ccc(Cl)cc3c(=O)c2C1c1cccnc1 (stereo not given),2.1,8,3,9,0,-6,0.5,-11,-0.3
CCC(=Nc1ccc2c(c1)CCC2)c1c(O)n(C2CCCCC2)c(=O)[nH]c1=O,-3.0,1,-13,25,0,-9,-0.5,0,-1.9
COc1ccc(C2=NOC(CNC(=O)c3ccccc3Br)C2)c(OC)c1 (stereo not given),0.4,4,4,-4,-4,4,1.8,2,-0.1
Cc1cc(C(=O)OCC(=O)Nc2ccc(F)cc2F)c(C)o1,2.0,-3,-11,6,6,-3,1.8,-32,-0.2
COc1ccc(C(=O)Nc2ncc3c(n2)-c2ccccc2CC3)cc1,2.9,4,3,-2,-7,4,0.6,-3,-4.6
O=[N+]([O-])c1cc2cccnc2c2ncccc12,1.0,1,-1,-2,-7,-3,1.4,/,-1.3
O=C(c1ccc2c(c1)N(Cc1ccc(F)cc1)C(=O)CS2)N1CCOCC1,2.5,5,-1,11,6,-2,-2.9,-2,1.1
c1ccc(CCNCc2ccccc2)cc1,/,1,2,7,-4,2,-2.4,-34,-0.1
COCCOC(=O)c1c(C)n(C)c2ccc(OC(=O)c3ccccc3OC)cc12,-1.3,-1,-4,5,0,-15,-0.3,6,-1.6
O=c1c2cn(Cc3ccc(F)cc3)c3ccc(F)cc3c-2nn1Cc1ccc(F)cc1,-1.6,2,3,1,-4,/,/,24,-0.1
CC(C)N1CC(C(=O)Nc2ccc(Cl)c([N+](=O)[O-])c2)CC1=O (stereo not given),4.4,0,9,10,-13,10,2.4,?,-3.6

# Copied from the list:
# Reading of CCC(=Nc1ccc2c(c1)CCC2)c1c(O)n(C2CCCCC2)c(=O)[nH]c1=O under MazEF act: -13
# Reading of O=c1c2cn(Cc3ccc(F)cc3)c3ccc(F)cc3c-2nn1Cc1ccc(F)cc1 under BioA inh: -1.6
# Reading of Cc1cccc(C(=O)NNC(=O)c2ccccc2)c1 under GDH-TPI inh: -6
# Reading of CCc1cccc(N(CC(=O)NCc2ccc(F)cc2)C(=O)c2csnn2)c1 under MazEF act: -4

# Remaining list, next part
SMILES,BioA inh,FBA Mtb inh,MazEF act,GDH-TPI inh,PrPC TRFRET,Rv3671c inh,Mtb UGM inh,BoNT-F LC inh,FadD28 FP inh
CCOc1ccc(/C(O)=C2/C(=O)C(=O)N(CCOCCO)C2c2ccccc2)cc1 (stereo not given),1.1,1,3,11,6,1,1.2,-6,0.0
O=C(CSc1nc(C2CC2)nc2ccccc12)N1CCc2ccccc21,9.7,-1,-15,4,6,/,/,-3,0.1
Cc1ncc(S(=O)(=O)c2ccccc2)c(-c2ccccc2Cl)n1,0.3,4,1,-4,5,1,-0.6,-16,-2.3
CCOC(=O)NN1C(=O)c2ccccc2NC1(C)C,0.8,104*,-4,3,1,5,-2.8,6,-1.7
CN1CCC(N(C)c2nc(-c3ccc([N+](=O)[O-])cc3)nc3ccccc23)CC1,/,3,27,16,-11,/,/,-3,-2.1
O=C(NC(O)C(=O)c1ccccc1)c1ccc(F)cc1 (stereo not given),0.3,2,3,-4,-3,8,-0.5,-24,-3.7
CCOc1ccc(Cn2nnc(C(=O)NCc3ccc(OC)cc3)c2N)cc1,-1.1,-1,3,6,1,2,-1.4,-3,-1.2
O=C(CC(NC(=O)OCc1ccccc1)C(=O)OCc1ccccc1)OCc1ccccc1 (stereo not given),/,-1,9,2,-5,/,/,-11,-3.9

# Of the compounds above, 4 contain two or more sulfur atoms.
SMILES,BioA inh,FBA Mtb inh,MazEF act,GDH-TPI inh,PrPC TRFRET,Rv3671c inh,Mtb UGM inh,BoNT-F LC inh,FadD28 FP inh
Cc1ccc(S(=O)(=O)Nc2cccc(S(=O)(=O)Nc3ccccc3C(=O)O)c2)c(C)c1,2.8,4,-4,4,-4,-10,4.1,1,-4.3
CCn1cc(Cl)c(C(=O)N2N=C3/C(=C/c4cccs4)CCCC3C2c2cccs2)n1 (stereo not given),-1.8,3,7,22,-6,-6,-0.9,-4,-7.8
CN(C)S(=O)(=O)c1cccc(NC(=S)N/N=C/C(=O)c2ccccc2)c1,-2.7,-4,1,6,-2,6,-1.6,-13,-1.8
CCOC(=O)Cc1csc(NC(=O)c2ccc(S(=O)(=O)N3CCOCC3)cc2)n1,/,0,-25,12,4,-1,2.5,-3,-0.6

# Entries listed so far with a nitro group on carbon (5):
SMILES,BioA inh,FBA Mtb inh,MazEF act,GDH-TPI inh,PrPC TRFRET,Rv3671c inh,Mtb UGM inh,BoNT-F LC inh,FadD28 FP inh
Cn1ncc([N+](=O)[O-])c1C(=O)N/N=C/c1cccc([N+](=O)[O-])c1,/,-3,6,6,-32,4,4.2,3,-1.4
O=[N+]([O-])c1ccc(S(=O)(=O)CC(CN2CCCCC2)N2CCCCC2)cc1 (stereo not given),/,1,4,-1,-17,-1,-1.7,-2,-1.2
O=[N+]([O-])c1cc2cccnc2c2ncccc12,1.0,1,-1,-2,-7,-3,1.4,/,-1.3
CC(C)N1CC(C(=O)Nc2ccc(Cl)c([N+](=O)[O-])c2)CC1=O (stereo not given),4.4,0,9,10,-13,10,2.4,?,-3.6
CN1CCC(N(C)c2nc(-c3ccc([N+](=O)[O-])cc3)nc3ccccc23)CC1,/,3,27,16,-11,/,/,-3,-2.1
